Source: PubChem BioAssay (National Center for Advancing Translational Sciences (NCATS))
HTT ATP protect – protects HTT-Q103 PC12 cells, measured by ATP; Potency, µM (highest dose often 56.4 µM), for the others: cytoprotection (ATP increase), actives largely listed as activators; PC12 HTT-Q103 induced, cytoprotection, ATP luminescence, 40 h; AID 1471; 0.14% of 230,000 active;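 also: potency is read from the fitted curve at half-maximal effect; % of control where 0% means no effect; nearly all actives have a fitted effect of over 45% in size; toxic huntingtin expression switched on by the ecdysone agonist tebufenozide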
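Rat PC12, Q103 Htt exon1-GFP fusion, ecdysone promoter; tebufenozide inducer 100 nM final; compound titration; qHTS, 1500 cells/well; ATPlite luminescent read.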
LMNA splice mod – modulators of lamin A splicing; Potency, µM (top dose mostly 46.1 µM), for the others: top-dose ratio change, negative = inhibition, actives largely listed as inhibitors; AID 1487; HeLa LMNA splicing GFP/RFP minigene ratio, 48 h; 0.01% of 200,000 active; active = well fitted inhibition curve with a large enough effect in the signal ratio, with a control signal flat, not every such curve was filed as active; inconclusive = small, poorly fitted or top-dose-only effect, or effect the other way, or a change in a side signal; the % refers to the signal ratio; also: potency is read from the fitted curve at half-maximal effect; % is scaled to controls: 0 for no effect and ±100 for the full control effect
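Read-out is the ratio of GFP to DsRed2 object intensity, acquired by 488 nm laser-scanning cytometry on HeLa lamin A-EGFP minigene reporter cells. Compound incubation 48 hrs at 37 °C in Opti-MEM with 2% FBS; DMSO 0.5% final.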
aGlu spleen mod – inhibitors or activators of human alpha-glucosidase in spleen homogenate | human spleen homogenate, 4-MU-alpha-glucoside fluorescence | 0.006% of 240,000 active | Potency, µM (doses to about 79.9 µM), for the others: at the highest dose activity change, negative = inhibition, actives largely listed as inhibitors | AID 2112 | P10253;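 also: potency is read from the fitted curve at half-maximal effect; 0% = enzyme with vehicle and -100% = no enzyme basal signal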
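Compounds were titrated against alpha-glucosidase in spleen homogenate at pH 5.0, with 1 mM 4-methylumbelliferyl substrate for 40 min at 37 C. Reactions were quenched with pH 10 NaOH/glycine and fluorescence measured.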
HttQ103 aggreg – mutant huntingtin aggregation inhibition | PC12 HttQ103-GFP aggregates, Acumen cytometry, 40 h | Potency, µM (series often up to 46.1 µM), inactives show at the top dose activity change, negative = inhibition, usual class: inhibitors | 1.1% of 220,000 active; also: potency is read from the fitted curve at half-maximal effect; % is scaled to controls: 0 for no effect and ±100 for the full control effect; nearly all actives have a fitted effect of over 60% in size
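Aggregate formation scored by laser-scanning cytometer (488 excitation, 500–530 emission) in lysed PC12 cells expressing Q103-GFP after 100 nM tebufenozide induction; library tested in dose series, with ATPLite reagent added in the multiplex.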
CBFb-RUNX1 inh – inhibitors of human CBF-beta and RUNX1 interaction | Q01196+Q13951 | AlphaScreen CBFb-His/RUNX1-biotin binding, biochemical | Potency, µM (highest dose often 59.8 µM), without a hit: at the top dose activity, negative = inhibition, most hits filed as inhibitors | 230,000 tested, under 10 active; also: % of control where 0% means no effect
Target sequence (Q01196 whole entry, looked up): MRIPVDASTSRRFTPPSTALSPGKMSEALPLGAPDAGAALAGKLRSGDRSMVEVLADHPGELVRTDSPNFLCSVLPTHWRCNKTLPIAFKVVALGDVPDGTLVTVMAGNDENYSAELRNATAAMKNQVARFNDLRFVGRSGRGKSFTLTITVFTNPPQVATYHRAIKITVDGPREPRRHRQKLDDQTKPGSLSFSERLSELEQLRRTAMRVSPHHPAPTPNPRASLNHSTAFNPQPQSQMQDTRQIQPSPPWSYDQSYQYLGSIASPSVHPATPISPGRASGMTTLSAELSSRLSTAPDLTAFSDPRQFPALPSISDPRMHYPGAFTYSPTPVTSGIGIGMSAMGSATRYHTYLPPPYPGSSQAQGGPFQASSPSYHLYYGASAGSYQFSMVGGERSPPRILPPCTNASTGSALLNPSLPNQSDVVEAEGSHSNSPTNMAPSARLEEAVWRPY
Target sequence (Q13951 whole entry, looked up): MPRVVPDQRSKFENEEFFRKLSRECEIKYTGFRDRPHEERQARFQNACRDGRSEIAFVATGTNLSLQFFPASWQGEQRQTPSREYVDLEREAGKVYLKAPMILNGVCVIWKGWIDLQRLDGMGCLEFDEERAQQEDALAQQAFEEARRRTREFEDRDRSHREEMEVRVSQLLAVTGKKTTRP
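Proteins preincubated together for 20 min at RT before compound addition; 15 min later, nickel and streptavidin beads were added and left 90 min prior to AlphaScreen measurement.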
GAA inh – inhibitors of human lysosomal alpha-glucosidase. P10253. purified human GAA, 4-MU-alpha-glucoside fluorescence. Potency, µM (highest dose often 76.9 µM), without a hit: at the top dose activity change, negative = inhibition, hits mostly inhibitors. 0.005% of 200,000 active;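 also: potency is read from the fitted curve at half-maximal effect; plate controls were uninhibited enzyme wells for no effect and no-enzyme background for full effect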
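Fluorogenic assay: 4 nM human alpha-glucosidase with 400 uM 4-methylumbelliferyl-alpha-D-pyranoside in 50 mM citrate/phosphate, 0.005% Tween-20, pH 5.0, 20 min at room temperature. Compounds tested up to 77 uM; AC50 from Hill fits.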
GAA glycogen mod – alters human alpha-glucosidase cleavage of glycogen; P10253; recombinant GAA, glycogen substrate, Amplex Red glucose oxidase fluorescence; Potency, µM (titrated, usually from 76.4 µM), for inactives: at the top dose activity change, negative = inhibition, most hits filed as inhibitors; 0.38% of 300,000 active;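 also: potency is read from the fitted curve at half-maximal effect; 0% = full enzyme reaction and -100% = no-enzyme basal signal; the screen sought inhibitors and activators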
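Natural-substrate format: glycogen cleavage by 4 nM human enzyme, glucose read by Amplex Red coupling (Ex 573, Em 610 nm). Normalized to enzyme and no-enzyme controls.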
Starred values were filed as active, the others as inactive; u = inconclusive; x = not tested or not shown; [ ] = remark or other dose. Unless noted, calls follow the shape of the dose curve; as a rule, active = well fitted curve in the direction sought with a large enough effect; inconclusive = small, poorly fitted or top-dose-only effect, or another doubt; inactive = no such curve, though single readings can be large; an effect the other way counts as inactive or inconclusive.

SMILES | HTT ATP protect | LMNA splice mod | aGlu spleen mod | HttQ103 aggreg | CBFb-RUNX1 inh | GAA inh | GAA glycogen mod
Cc1nc(SCC(=O)Nc2cc(C)on2)c2c(C)c(C)sc2n1 | -1% | 0% | -4% | 18% | 2% | 3% | -9%
O=C(N/N=C/c1ccccc1C(=O)O)c1cccc(S(=O)(=O)Nc2cc(Cl)ccc2Cl)c1 | 7%[10 µM] | x | -3% | -38%[9.22 µM] | 8% | x | -14%
c1ccc(C2Oc3ccccc3C3CC(c4cccs4)=NN32)cc1 (centres undefined) | 17%[10 µM] | u | -5% | -1% | 0% | 6% | u
O=C(Cn1ccc(C(F)(F)F)n1)N/N=C/c1ccc2c(c1)OCO2 | 12%[10 µM] | -9% | -1% | 5% | -9% | -8% | 20%
O=C(O)CC(NCc1ccco1)C(=O)OCCCl (centres undefined) | -14% | 8%[46 µM] | 3% | -11% | -13% | 2% | 1%
Cc1ccc(S(=O)(=O)CCC(=O)Nc2nc3c(s2)CCCC3)cc1 | 14% | u | -2% | 6% | -4% | 4% | -7%
CCCCC(=O)OCC(=O)c1ccc(OCC)cc1 | -21%[10 µM] | -5% | 3% | -12% | 2% | 6% | 7%
COc1ccc(N2CCN(C(c3cc4cc(C)ccc4[nH]c3=O)c3nnnn3Cc3ccccc3)CC2)cc1 (centres undefined) | 23%[10 µM] | u | -9% | 2% | -9% | u | 19%
O=C(CN1CCCCC1)Nc1c2c(nc3ccccc13)N(c1ccccc1)CC2 | -24%[10 µM] | -12%[46 µM] | 25% | 15% | -8% | u | 4%
CCC(C)(C)n1nnnc1C(c1cc2ccc(C)cc2[nH]c1=O)N(Cc1cccnc1)Cc1ccco1 (centres undefined) | 2%[10 µM] | u | 0% | 2% | 7% | -4% | -1%
CCOC(=O)c1cccc(NC(=O)CSc2nnc(-c3ccncc3)n2CCCOC)c1 | -7%[10 µM] | 24% | -1% | -3% | 3% | -14% | 1%
CCOC(=O)C1=CN(C)C=C(C(=O)OCC)C1c1ccsc1 | 10%[10 µM] | u | 3% | 12% | u | u | 3%
Cc1ccc2nc(N3C(=O)CNC3=S)sc2c1 | -11%[10 µM] | u | -1% | 20%[9.22 µM] | 4% | -7% | 5%
Cc1cc(Br)ccc1SCC(=O)OCC(=O)NC1CC1 | -22% | -6%[46 µM] | 2% | -7% | 1% | 0% | -13%
COCCNC(=O)CN1CCC(NC(=O)Nc2ccc(C(F)(F)F)cc2)CC1 | 12%[10 µM] | -11% | -10% | -1% | 9% | -10% | 2%
CN1CC2CCCC3(C1)C(=O)NC1(CCCCC1)N=C23 (centres undefined) | -14%[0.074 µM] | -6% | -4% | 1% | 6% | -4%[15.4 µM] | -10%
Cc1[nH]n(C(C)(C)C)c(=O)c1Sc1ccc(Cl)cc1 | 2% | -3% | -7% | 4% | 3% | -4% | u
Cc1onc(-c2ccccc2)c1C(=O)Nc1sc2c(c1C(N)=O)CCC2 | -22%[10 µM] | -3% | -7% | -14% | -16% | -4% | -16%
COc1ccc(NC(=O)c2ccccn2)cc1OC | -5%[10 µM] | 3% | 3% | 9% | 3% | -19% | -3%
CC(c1ccccc1)n1cnc2ccccc21 (centres undefined) | -1% | -7% | 7% | -5% | -2% | -5% | x
O=C(CCS(=O)(=O)c1cccc2nonc12)N1CC(=O)N(CCc2ccccc2)C(=O)C1 | 19% | 7% | -5% | 7% | 3% | -5% | 4%
O=C(NCC1CC1)c1ccc2c3n(nc2c1)-c1ccccc1CO3 | -86%[inhibitor][10 µM] | x | -2% | -21%[9.22 µM] | 10% | x | -8%
N#CCCN(C(=O)COc1ccc(Cl)cc1Cl)c1ccccc1 | 8%[10 µM] | 2% | 8% | -15% | -6% | -11% | 8%
Cn1ncc(Cl)c1C(=O)NCc1ccco1 | -24% | x | 10% | -15% | 8% | -1% | 10%
N#CCSc1nnc2ccc3ccccc3n12 | -9% | 3% | -1% | -15% | 4% | 0% | 11%
CC(C)C(=O)N1CCN(CCN=CC2=C(O)CC(c3ccco3)CC2=O)CC1 (centres undefined) | -13% | 12% | -9% | -1% | -1% | -1% | 0%
CCOc1ccc(CC(=O)NNC(=S)NCCc2ccccc2)cc1 | 32%[10 µM] | u | 6% | 13%[9.22 µM] | 2% | 4% | 8%
COc1cccc(NC(=O)CSc2nnc(-c3ccoc3C)n2CC2CCCO2)c1 (centres undefined) | 4% | 6% | -9% | 2% | 0% | -8% | -4%
COc1ccc(NC(=O)C(C)NS(=O)(=O)c2ccccc2)cc1Cl (centres undefined) | 10%[10 µM] | -16% | 2% | 0% | 0% | -10% | 3%
CCCNC(=O)NC(=O)CSc1cccc(C(F)(F)F)c1 | -6%[10 µM] | 17%[46 µM] | 3% | -7% | 7% | u | 2%
CC(=O)c1ccc(C(=O)Nc2ccc(N3CCOCC3)cc2)cc1 | -8% | 10% | -1% | 15% | 3% | -6% | u
COC(=O)C(NS(C)(=O)=O)(c1c(C)[nH]c2ccccc12)C(F)(F)F (centres undefined) | 11% | -2% | 0% | -1% | 3% | -3% | -4%
Cn1cnnc1SCC(=O)c1ccc(OC(F)F)cc1 | -12% | 10% | 7% | 6% | -4% | -5% | 10%
C/C(Cl)=C/Cn1c(NCCN(C)C)nc2c1c(=O)n(C)c(=O)n2C | 10%[10 µM] | -11% | -3% | 0% | 0% | 1% | 4%
CC(C)c1ccc(C(N)=S)cc1 | -5%[10 µM] | -13%[46 µM] | -2% | u | 0% | -1% | -8%
Cc1ccc(-c2nn(-c3ccccc3)cc2C2SCC(=O)N2Cc2ccccc2)o1 (centres undefined) | 16%[10 µM] | -4% | -10% | -21% | -18% | -4% | -11%
CCN(CC)C(=O)c1ccc(CS(=O)(=O)c2ccc(OC)cc2)o1 | 24%[10 µM] | u | 0% | -23% | -4% | -10% | 2%
CC(C)OCCCNC(=O)c1ccc(NC(=O)C2CCCO2)cc1 (centres undefined) | -33% | 4% | -6% | 1% | 4% | 0% | 0%
O=C(N/N=C/c1ccc([N+](=O)[O-])cc1)c1cc2ccccc2o1 | 3%[10 µM] | x | -5% | 2%[9.22 µM] | 4% | x | -2%
COc1ccc(C(=O)C(Cc2cc(C(C)=O)ccc2OC)N2CCCC2)cc1 (centres undefined) | -20% | u | 4% | 17% | -17% | 7% | 6%
CN(Cc1ccccc1)C(=O)c1ccccc1NC(=O)C1CC1 | 23% | -17%[46 µM] | -17% | 11% | 6% | -2% | -6%
C/C(=N\Nc1nnc(C)c(=O)[nH]1)C(=O)O | 16% | -1% | 1% | 4% | u | -7% | 6%
[O-][n+]1cccc2c(Br)cc(Br)c(O)c21 | -47%[inhibitor] | u | 3% | u | -9% | -3% | 7%
O=C1CSC(=Nc2ccccc2)N1 | -11% | -7% | -2% | 13% | -2% | -1% | 4%
CCn1nnc(NC(=O)CSc2ccc(Cl)cc2)n1 | -8% | 7% | 2% | 6% | -4% | 5% | -8%
CCc1cc2ccc(C)cc2nc1SCC(=O)c1ccc(NC(C)=O)cc1 | -60%[inhibitor] | 11% | -3% | 1% | -4% | -2% | 2%
Cn1c(=O)n(Cc2ccccc2F)c(=O)c2c1nc1n2CCN1Cc1ccco1 | -29% | x | 6% | 4% | 6% | -3% | 6%
O=C(Nc1ccc(F)cc1F)Nc1sccc1-c1nc2ccccc2s1 | 33%[10 µM] | x | 0% | 18%[9.22 µM] | u | x | -8%
CC(C)(C)C(=O)NNC(=O)c1cnccn1 | 21%[10 µM] | x | 9% | -25%[9.22 µM] | 32% | x | 8%
Cc1cc(OCC(=O)Nn2cnnc2)c(C)cc1Br | 5%[10 µM] | -4% | -7% | -2% | 11% | 0% | 2%
O=c1c2c(n3nnnc3n1-c1ccccc1)-c1ccccc1CC21CCCC1 | -7% | 7% | -8% | -2% | 11% | -6% | 2%
Cc1ccc(C(=O)Nc2nc(C)c(C(=O)Nc3ccc4c(c3)CCC4)s2)cc1 | 5%[1.9 µM] | u | -2% | -8% | 4% | -10% | 11%
S=c1[nH]nc(-c2ccccc2)n1/N=C/c1ccc(-c2ccccc2Cl)o1 | x | u | -9% | 18% | u | -14% | -5%
O=C(Nc1ccon1)c1cc(-c2ccccc2)nc2ccccc12 | -6%[10 µM] | -9% | 7% | -8% | -3% | -1% | 0%
COc1ccc(S(=O)(=O)N(CC(=O)N/N=C/c2cccs2)c2cc(C)cc(C)c2)cc1OC | 17%[10 µM] | u | 0% | 3% | -13% | u | -6%
COc1ccc(CCNC(=O)c2cnn(-c3ccc(C)c(C)c3)c2NC(=O)c2ccco2)cc1OC | -12% | 6% | -6% | 18% | 0% | -5% | 2%
COC(=O)c1ccc(N2CCN(C(C)=O)CC2)c(NC(=O)COc2ccccc2C)c1 | 15%[10 µM] | 3%[46 µM] | 0% | 18%[9.22 µM] | 1% | u | 13%
CCOc1ccc(S(=O)(=O)Nc2cccc(OC)c2)cc1 | 0% | u | 9% | -11%[9.22 µM] | -2% | -2% | -20%
CCCCN(C(=O)NC(=O)Nc1cccc(C)c1C)S(C)(=O)=O | 12% | -10% | -4% | -28% | 1% | 0% | -1%
Cc1ccc2c(c1)C1CN(C)CCC1N2C(=O)c1ccccc1NS(=O)(=O)c1ccc(F)cc1C (centres undefined) | 5%[10 µM] | 3% | -12% | 2% | -10% | -5% | 8%

Three of the entries above in order of their number in HttQ103 aggreg, ascending.
| Molecule | LMNA splice mod | aGlu spleen mod | HttQ103 aggreg | CBFb-RUNX1 inh | GAA inh |
| --- | --- | --- | --- | --- | --- |
| CCCCN(C(=O)NC(=O)Nc1cccc(C)c1C)S(C)(=O)=O | -10% | -4% | -28% | 1% | 0% |
| Cc1ccc(C(=O)Nc2nc(C)c(C(=O)Nc3ccc4c(c3)CCC4)s2)cc1 | u | -2% | -8% | 4% | -10% |
| O=c1c2c(n3nnnc3n1-c1ccccc1)-c1ccccc1CC21CCCC1 | 7% | -8% | -2% | 11% | -6% |

Limited to HTT ATP protect, GAA glycogen mod and CBFb-RUNX1 inh (3 entries from above):
structure,HTT ATP protect,GAA glycogen mod,CBFb-RUNX1 inh
CC(C)(C)C(=O)NNC(=O)c1cnccn1,21%[10 µM],8%,32%
COc1ccc(CCNC(=O)c2cnn(-c3ccc(C)c(C)c3)c2NC(=O)c2ccco2)cc1OC,-12%,2%,0%
COc1ccc(S(=O)(=O)N(CC(=O)N/N=C/c2cccs2)c2cc(C)cc(C)c2)cc1OC,17%[10 µM],-6%,-13%
